# MEP2 TOR yeast = yeast TOR pathway MEP2-GFP modulation. S. cerevisiae MEP2-GFP strain, flow cytometry GFP, 3 h; 100% = DMSO control level. GFP response vs DMSO, % at 10 µM. actives 0.51% (n = 330,000). AID 2016;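 active = GFP response versus DMSO above a set limit, roughly screen mean plus 3 SD, cut at about 180% in these data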;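 note: median GFP fluorescence of the barcode-gated MEP2-GFP cells per well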
# RPL19A TOR yeast = alters RPL19A-GFP fluorescence in TOR pathway yeast screen. S. cerevisiae RPL19A-GFP strain, flow cytometry, 3 h; stronger effect = lower value. percent response vs DMSO, % at 10 µM. actives 0.3% (n = 330,000). AID 2025;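 active = percent response vs DMSO below 50%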;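 note: median channel GFP fluorescence of the barcoded RPL19A-GFP strain; ratio of sample median GFP to plate DMSO average so 100% = DMSO; lower means less RPL19A-GFP as with rapamycin TOR inhibition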
# AHR act = activates the human aryl hydrocarbon receptor; P35869; AHR-responsive luciferase reporter cells, luminescence; activation, % at 5 µM; actives 2.5% (n = 320,000); AID 2796; in the data active = activation above about 47%;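 note: 0% = vehicle wells and 100% = reference agonist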
# Target sequence (P35869 whole entry, looked up): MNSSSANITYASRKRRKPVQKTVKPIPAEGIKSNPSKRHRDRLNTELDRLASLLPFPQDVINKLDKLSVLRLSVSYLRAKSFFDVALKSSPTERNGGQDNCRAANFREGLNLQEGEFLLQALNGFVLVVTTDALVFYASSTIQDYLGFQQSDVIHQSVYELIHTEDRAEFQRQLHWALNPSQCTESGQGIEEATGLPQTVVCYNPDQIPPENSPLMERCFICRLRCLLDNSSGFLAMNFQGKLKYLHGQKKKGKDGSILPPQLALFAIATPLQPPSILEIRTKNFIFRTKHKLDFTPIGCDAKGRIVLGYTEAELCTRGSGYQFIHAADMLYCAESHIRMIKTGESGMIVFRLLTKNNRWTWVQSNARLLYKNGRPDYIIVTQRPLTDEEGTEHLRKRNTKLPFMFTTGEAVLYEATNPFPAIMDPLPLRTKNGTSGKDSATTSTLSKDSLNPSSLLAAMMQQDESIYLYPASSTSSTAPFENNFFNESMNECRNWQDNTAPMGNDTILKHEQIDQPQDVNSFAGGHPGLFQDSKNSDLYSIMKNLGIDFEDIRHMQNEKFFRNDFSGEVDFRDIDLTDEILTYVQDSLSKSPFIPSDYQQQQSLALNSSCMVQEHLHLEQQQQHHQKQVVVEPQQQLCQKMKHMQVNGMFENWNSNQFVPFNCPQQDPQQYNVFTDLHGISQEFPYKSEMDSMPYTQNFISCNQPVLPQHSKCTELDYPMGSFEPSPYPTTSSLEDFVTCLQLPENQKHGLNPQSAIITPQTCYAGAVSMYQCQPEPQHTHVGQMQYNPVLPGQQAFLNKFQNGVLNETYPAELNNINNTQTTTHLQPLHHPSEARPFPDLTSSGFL
# CIT2-GFP yeast = modulators of TOR pathway CIT2-GFP in S. cerevisiae | S. cerevisiae CIT2-GFP strain, flow cytometry, 3 h; 100 means same as DMSO wells | GFP response vs DMSO, % at 10 µM | actives 0.065% (n = 320,000);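 active = GFP response relative to DMSO above a set limit, near the screen mean plus 3 SD, cut at about 150% in these data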;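 note: ratio of well median GFP fluorescence to mean of DMSO wells on the plate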
# Efflux pump inh = inhibitors of Candida antifungal efflux pumps expressed in yeast; inhibition, % at 10 µM; actives 0.44% (n = 330,000); AID 485275; S. cerevisiae Candida pump triplex, Nile Red efflux;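 active = plate passing quality check with inhibition over a set limit, or well fluorescence over plate mean plus 4 SD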;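 note: Nile Red retained in pooled yeast measured as flow cytometry median fluorescence; 0% = buffer negative control and 100% = Enniatin B positive control; higher means more Nile Red kept so more efflux inhibition; some compounds called inactive have numbers as strong as hits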
# CR mimetic SO = lowers age-related superoxide in aged yeast cells. S. cerevisiae aged cells, superoxide DHE fluorescence; stronger effect = lower value. actives 0.18% (n = 330,000). superoxide response (% of plate mean), % at 10 µM;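 active = superoxide response under a set limit, about three screen SD below normal, cut at about 65% in these data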;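 note: yeast aged for seven days with compound at 30 °C before DHE staining; 100% = average MFI of all compound-treated wells on the plate with controls excluded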
# AGP1-GFP MLPCN = modulators of TOR pathway AGP1-GFP in S. cerevisiae; actives 0.02% (n = 320,000); S. cerevisiae AGP1-GFP multiplex flow cytometry, 3 h; GFP as percent of DMSO wells; GFP response vs DMSO, % at 10 µM; AID 2066;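 active = GFP response relative to DMSO above a set limit, near screen average plus 3 SD, cut at about 150% in these data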;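 note: median GFP channel fluorescence of the gated AGP1 strain per well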
# LAP4 TOR yeast = yeast TOR pathway LAP4-GFP modulation | S. cerevisiae LAP4-GFP multiplex, flow cytometry GFP, 3 h; median GFP as percent of DMSO wells | GFP response vs DMSO, % at 10 µM | actives 0.34% (n = 320,000) | AID 2023;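 active = GFP response vs DMSO above a set limit, about the screen mean plus 3 SD, cut at about 150% in these data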
# Numbers without * were called inactive; x = no result given; & = joins results of further samples.
SMILES,MEP2 TOR yeast,RPL19A TOR yeast,AHR act,CIT2-GFP yeast,Efflux pump inh,CR mimetic SO,AGP1-GFP MLPCN,LAP4 TOR yeast
COc1ccc(/C=N/NC(=O)c2cccnc2)cc1CN1CCN(c2ccc(F)cc2)CC1,96,100,6,100,-0.1,105,103,102
CCc1cc(=O)[nH]c(SC/C=C/c2ccccc2)n1,106,101,3,98,0.0,88,102,109
O=C(C1CCC1)N1CCN(S(=O)(=O)c2ccc(F)cc2)CC1,96,88,-1,85,0.0,99,101,112
COc1cccc(OCCCCN2CCCCC2)c1,96,97,5,92,0.2,97,96,103
CN1CCN(C(=S)NC(=O)c2ccccc2Br)CC1,93,103,-2,102,0.1,104,106,94
NC(=O)CC[C@@H]1NC(=O)[C@@H]2CCCN2C(=O)c2cc([N+](=O)[O-])cc(I)c2NCCC[C@@H](C(N)=O)NC1=O,92,95,2,90,0.0,103,86,131
CCOC(=O)C1(Cc2ccc(Cl)cc2)CCN(C(=O)C2=NNC(=O)CC2)CC1,108,98,0,102,0.0,106,108,105
Cc1ccc(NC(=O)CCSc2nnc(C)o2)cc1,97,99,2,98,0.0,95,98,98
Cc1cccc(NC(=O)C2(c3ccc([N+](=O)[O-])cc3)CCCC2)c1,99,96,-1,93,-0.1,102,102,105
O=C(Oc1ccc(OC(=O)N2CCOCC2)cc1)c1ccccc1,112,106,3,104,0.0,99,103,120
CN(C)C1(CNC(=O)C2CCC(=O)N(CCc3ccc(Cl)cc3)C2)CCCCC1 (stereo not drawn),87,95,1,90,-0.2,97,106,107
Cc1cc(NCc2ccccc2)nc(-c2ccccc2O)n1,97,101,8,100,-0.1,100,89,91
CCCNC(=O)NC(=O)CN1C(=O)NC(C)(c2ccc(C)cc2)C1=O (stereo not drawn),94,97,0,100,-0.1,131,97,100
Cc1cc(C(=O)Nc2cccnc2)no1,99,96,3,92,0.0,97,94,95
O=C(COc1ccc([N+](=O)[O-])cc1)N1CCc2ccccc2C1,114,100,-2,104,-0.2,99,102,102
Cc1cc(C(=O)COC(=O)c2ccc[nH]c2=O)c(C)n1-c1ccc(F)cc1,94,85,2,79,28*,108,62,129
O=C1NC(Cc2ccc(O)cc2)c2nc3ccc(Cl)cc3c(=O)n2-c2cc(Cl)ccc21 (stereo not drawn),95,91,15,81,0.3,88,88,86
Cc1cccc(C(CC(=O)N2CCCCC2)c2ccccc2)c1O (stereo not drawn),95,101,-1,100,0.1,104,98,84
CCOC(=O)c1cc(CC)sc1NC(=O)COC(=O)c1cnccn1,107,101,-1,98,0.0,96,111,113
Cc1ccccc1-c1cc(=O)c2c(O)cccc2o1,97,99,0,98,0.0,98,89,135
O=C(COC(=O)c1cc([N+](=O)[O-])ccc1N1CCOCC1)c1ccccc1,97,96,-1,81,0.0,110,88,128
Cc1cccc(N(C(=O)Cn2nnc3ccccc32)C(C(=O)NC(C)(C)C)c2ccsc2)c1C (stereo not drawn),99,99,0,95,0.1,122,96,96
CCc1ccccc1NC(=O)CCNC(=O)Cn1ccc2ccccc2c1=O,108,107,-1,108,0.0,95,112,109
CC(C)CCNCC1OCc2ccccc2CO1,107,104,1,99,0.2,90,103,103
Cc1cccc(NC(=O)c2cc(C)nc3ccccc23)c1,96,99,20,93,0.2,56*,99,99

# The last 2 entries of the section above open the next one.
SMILES,MEP2 TOR yeast,RPL19A TOR yeast,AHR act,CIT2-GFP yeast,Efflux pump inh,CR mimetic SO,AGP1-GFP MLPCN,LAP4 TOR yeast
CC(C)CCNCC1OCc2ccccc2CO1,107,104,1,99,0.2,90,103,103
Cc1cccc(NC(=O)c2cc(C)nc3ccccc23)c1,96,99,20,93,0.2,56*,99,99
Cc1cc(-c2nnc(CCC(=O)N(CC3CC3)CC3CCCO3)o2)no1 (stereo not drawn),109,104,0,99,0.3,95,103,103
CCc1nn(CC(=O)NCCc2ccc(Cl)cc2)c(=O)c2cccn12,103,101,8,103,0.0,84,100,95
CC(C)(C)[C@@H]1COC(=O)[C@H](Cc2ccc(F)cc2)CC/C=C\C[C@H](CC(=O)N(CCO)Cc2ccccc2)C(=O)N1,106,104,-1,109,0.3,119,106,100
CC(=O)C1=C(C)NC(=O)NC1c1cccs1 (stereo not drawn),103,99,-1,92,0.0,83,99,96
CCN(CC)CCNc1nc(-n2nc(C)cc2C)nc2sc3c(c12)CC(C)(C)OC3,103,95,10,87,0.1,92,100,102
C=CCn1c(CNC(=O)c2ccccc2C)nnc1SCC(=O)NC1CCCC1,101,100,2,98,-0.1,102,103,97
CC1=CC(=O)c2ccccc2C1=O,94&97,100&105,22&47,88&96,0.0&0.0,104&97,87&98,99&90
Cc1ccsc1C(=O)N1CCC(N2CCC(C(=O)NCC3CCCO3)CC2)CC1 (stereo not drawn),88,93,2,95,-0.1,91,93,89
COCCCNC(=O)c1cc2c(-c3ccc(Cl)cc3)nn(C)c2s1,102,100,64*,97,-0.1,104,100,101
CN(CC(=O)Nc1ccccc1N1CCOCC1)S(=O)(=O)c1ccc(F)cc1,102,98,-4,98,0.0,105,95,x
CCOC(=O)C1=C(C)SC2=NS(=O)(=O)CCN21,101,96,0,93,0.1,84,98,96
S=C(NCCc1cnc[nH]1)NC1CCCC1,106,108,-1,94,-0.2,101,108,104
CCCCn1c(N)c(N(CC(C)C)C(=O)C2CCCN(C(=O)c3ccc(Cl)cc3)C2)c(=O)[nH]c1=O (stereo not drawn),104,96,0,98,-0.1,104,100,105
C/C(=N\Nc1ccc(F)cc1F)c1cccs1,88,98,0,88,-0.1,102,87,76
COc1cccc(N2CCN(S(=O)(=O)c3ccc(CN4C(=O)c5cccnc5C4=O)cc3)CC2)c1,108,103,1,106,-0.2,89,104,99
O=C(COC(=O)c1ccccc1)NCC1CCCO1 (stereo not drawn),102,99,3,96,0.1,99,92,95
CCc1nnc(NS(=O)(=O)c2ccc(NC(=O)c3cccc(Cl)c3)cc2)s1,101,94,-1,84,-0.1,115,95,104
CCC(C)(C)NC(=O)Cc1ccc(OC)c(OC)c1,97,99,-1,x,0.2,113,97,89
CCn1cc(C(=O)N2CCc3ccccc32)c(=O)c2cc(S(=O)(=O)N3CCCC3)ccc21,106,104,17,108,0.1,114,102,98
O=C(CN1C(=O)NC2(CCCC2)C1=O)N1CCN(S(=O)(=O)c2ccc(Cl)c(C(F)(F)F)c2)CC1,97,99,-3,108,-0.1,103,108,104
CCCc1oc(C(=O)O)cc1CN1CCOCC1,102,101,1,103,-0.1,120,103,102
O=c1[nH]ncc(NCCc2ccccc2)c1Cl,100,98,-4,91,-0.1,98,98,97
O=C(NNC(=O)C1COc2ccccc2O1)c1ccccc1 (stereo not drawn),105,101,-4,107,-0.1,78,103,111
COC(=O)C(NNc1ccccc1)(NC(=O)c1ccccc1F)C(F)(F)F (stereo not drawn),96,96,13,91,0.2,76,90,96
O=C(N/N=C/c1ccc(N2CCCC2)c([N+](=O)[O-])c1)c1cccnc1,95,96,16,89,0.3,108,94,101

# Brought forward from above: two entries; new compounds follow.
SMILES,MEP2 TOR yeast,RPL19A TOR yeast,AHR act,CIT2-GFP yeast,Efflux pump inh,CR mimetic SO,AGP1-GFP MLPCN,LAP4 TOR yeast
COC(=O)C(NNc1ccccc1)(NC(=O)c1ccccc1F)C(F)(F)F (stereo not drawn),96,96,13,91,0.2,76,90,96
O=C(N/N=C/c1ccc(N2CCCC2)c([N+](=O)[O-])c1)c1cccnc1,95,96,16,89,0.3,108,94,101
Cc1c(O)c(CN2CCCC2)cc2c3c(c(=O)oc12)CCC3,96,95,-1,93,0.1,100,93,94
Nc1nnc(-c2ccc(Cl)cc2)o1,100,104,0,105,-0.3,96,98,96
CCC(=O)Nc1cccc(NC(=S)NC(=O)c2cccs2)c1,102,104,50*,100,0.1,98,93,90
O=C(CN1CCc2cc3c(cc2C1)OCCCO3)Nc1ccc(S(=O)(=O)N2CCCC2)cc1,112,99,5,104,0.0,99,105,102
O=C(COC(=O)CCC(=O)c1cccs1)Nc1cc(S(=O)(=O)N2CCOCC2)ccc1Cl,100,98,-3,104,0.1,93,103,106
CC(=O)Nc1cccc(NC(=O)CSc2nc(=O)n(CCCN3CCOCC3)c3c2CCC3)c1,99,102,-1,95,0.1,100,102,102
CC(CCc1ccccc1)NC(=O)CCCCCNc1nc(=S)[nH]c2ccccc12 (stereo not drawn),101,97,1,114,0.2,109,109,101
Cc1ccc(S(=O)(=O)Nc2c(C)nc3nc(C)[nH]n3c2=O)cc1,103,100,2,101,-0.3,115,97,97
Cc1cccc(-c2nc(Nc3cccc(O)c3)c3ccccc3n2)c1,96,102,68*,94,0.2,108,82,117
COc1cccc(-c2noc(Cn3nc(C(=O)O)c4ccccc4c3=O)n2)c1,108,93,2,86,-0.2,102,94,84
O=C1COc2ccc(S(=O)(=O)N3CCCCC3)cc2N1,105,105,-2,112,0.0,111,103,92
O=C(O)c1cccnc1NC1CCCC1,103,101,-1,106,-0.1,105,107,98
Nc1nc(N2CCCCC2)c(C=O)c(N2CCCCC2)n1,97,100,1,91,0.0,97,99,96
COc1cccc(-n2nnc(S(=O)(=O)c3ccc(C)cc3)c2N)c1,102,99,2,99,-0.1,111,103,97
COc1ccc(CNC(=O)CN(Cc2ccco2)C(=O)CNS(=O)(=O)c2ccc(C)cc2)cc1,103,101,1,94,0.0,118,100,92
CCOc1cc(/C=C/c2cc(C(F)(F)F)[nH]c(=O)n2)ccc1O,102,102,3,102,0.1,109,105,97
CCN(CC)S(=O)(=O)c1ccc(O)c(C(=O)OCC(=O)NC23CC4CC(CC(C4)C2)C3)c1,87,99,0,103,0.2,94,96,82
CCC(C(=O)NC1CCCCC1)n1c(SCc2cccc(C)c2)nc2ccncc21 (stereo not drawn),100,104,6,100,0.1,122,102,93
CCC(C)NC(=O)CS(=O)(=O)Cc1nc(-c2cccc(OC)c2)oc1C (stereo not drawn),105,98,8,102,-0.2,92,101,107
C=CCNc1ncnc2c1[nH]c1ccccc12,114,102,28,102,0.1,93,101,113
Cc1ccc(-n2cc(-c3ccccc3)c3c(NN4CCOCC4)ncnc32)cc1,100,104,4,98,-0.1,62*,101,97
COCc1cc(=O)n2c(-c3ccc(C)cc3)n[nH]c2n1,92,96,12,100,0.1,93,98,102
C=CCOC(=O)C1=C(C)NC(SC)=C(C#N)C1c1ccc(OCC)cc1 (stereo not drawn),85,88,-1,88,-0.1,117,84,91
CCOc1ccc(C2=C(C=Nc3c(C)n(C)n(-c4ccccc4)c3=O)C(c3ccc(F)cc3)c3ccccc3O2)cc1 (stereo not drawn),99,97,4,84,0.0,103,97,97
COc1ccc(CCNC(=O)C2CCC(=O)N2CCc2ccccc2)cc1OC (stereo not drawn),102,101,2,103,0.2,94,104,108
Fc1cc(F)c(NC(=S)N2CCOCC2)c(F)c1,103,102,0,103,0.1,80,106,98
CCN(CC)Cc1nc2c(c(=O)[nH]1)C1(CCCC1)Cc1ccccc1-2,92,102,-2,92,0.3,135,102,103
Cc1ccc(-c2csc(NC(=O)Cn3cnc4c3c(=O)n(C)c(=O)n4C)n2)cc1C,95,98,12,98,-0.1,107,94,96
COC(=O)c1cccc(Nc2nc3ccccc3nc2C)c1,117,98,2,106,0.0,96,x,111
COC(=O)NCC(c1ccco1)N1CCN(c2ccc(F)cc2)CC1 (stereo not drawn),104,97,0,102,-0.1,98,99,93

# Single records (already shown). Values in the order: MEP2 TOR yeast, RPL19A TOR yeast, AHR act, CIT2-GFP yeast, Efflux pump inh, CR mimetic SO, AGP1-GFP MLPCN, LAP4 TOR yeast
# Cc1cccc(-c2nc(Nc3cccc(O)c3)c3ccccc3n2)c1 is listed with 96, 102, 68*, 94, 0.2, 108, 82, 117
# CCOc1cc(/C=C/c2cc(C(F)(F)F)[nH]c(=O)n2)ccc1O is listed with 102, 102, 3, 102, 0.1, 109, 105, 97
# Fc1cc(F)c(NC(=S)N2CCOCC2)c(F)c1 is listed with 103, 102, 0, 103, 0.1, 80, 106, 98
